# Assay outcomes: PubChem, several laboratories
# hcDAF-12 act = activates DAF-12 receptor from parasite H. contortus; HEK293 hcDAF-12 lit1-tk-luc reporter, luminescence; 0% DMSO, 100% Δ7-dafachronic acid; activation, % at 6.8 µM; actives 1.4% (n = 370,000); AID 652067;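 active = activation above the mean of all tested compounds plus 3 SD, cut at about 5.5% in these data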;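 note: 100% = response to 3 µM Δ7-dafachronic acid high control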
# ssDAF-12 act = activates DAF-12 receptor from parasite S. stercoralis; AID 652126; activation, % at 6.8 µM; HEK293 ssDAF-12/GRIP1 lit1-tk-luc reporter, luminescence; % of 3 µM dafachronic acid response; actives 1% (n = 370,000);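 active = activation above the mean over all tested compounds plus 3 SD, cut at about 0.9% in these data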;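 note: 0% = DMSO-only wells and 100% = 3 µM delta7-dafachronic acid wells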
# SMARCA2 act = SMARCA2 function activation, primary screen; actives 1% (n = 370,000); MG213 cells, MMTV-luciferase reporter, dexamethasone, overnight; AID 652017; activation, % at 9.1 µM; in the data active = activation above about 7.8%;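 note: 0% = vehicle wells and 100% = reference activator wells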
# DAX1 inh-1 = inhibits human nuclear receptor DAX1 | P51843 | HEK293 Gal4-DAX1 luciferase reporter, luminescence | inhibition, % at 6.75 µM | actives 0.99% (n = 340,000) | AID 504766;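 active = inhibition above the mean over all tested compounds plus 3 SD, cut at about 4.2% in these data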;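 note: 0% = DAX1-transfected cells with DMSO and 100% = empty-vector control cells with DMSO; inhibition shows as a rise in luminescence from relieved DAX1 repression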
# MBD2 DNA inh = inhibitors of human MBD2 binding to methylated oligonucleotide | inhibition, % at 4.4 µM | Q9UBB5 | actives 0.31% (n = 370,000) | TR-FRET; in the data active = inhibition above about 13%
# DAX1 inh-2 = blocks DAX1 repression of SF-1 activated StAR promoter | inhibition, % at 6.8 µM | AID 652010 | actives 1.1% (n = 370,000) | HEK293T StAR-luciferase reporter, SF-1/DAX-1 repression relief;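 active = inhibition above the mean over all tested compounds plus 3 SD, cut at about 3.6% in these data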;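 note: 0% = DAX-1 cells with DMSO and 100% = cells lacking DAX-1 with DMSO; higher inhibition means more luminescence from relief of DAX-1 repression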
# PLC-gamma1 inh = blocks human PLC-gamma1 enzyme activity | actives 0.84% (n = 370,000) | inhibition, % at 12.2 µM | P19174 | purified PLC-gamma1, fluorogenic substrate, fluorescence; in the data active = inhibition above about 9.5%
# Target sequence (P19174 whole entry, looked up): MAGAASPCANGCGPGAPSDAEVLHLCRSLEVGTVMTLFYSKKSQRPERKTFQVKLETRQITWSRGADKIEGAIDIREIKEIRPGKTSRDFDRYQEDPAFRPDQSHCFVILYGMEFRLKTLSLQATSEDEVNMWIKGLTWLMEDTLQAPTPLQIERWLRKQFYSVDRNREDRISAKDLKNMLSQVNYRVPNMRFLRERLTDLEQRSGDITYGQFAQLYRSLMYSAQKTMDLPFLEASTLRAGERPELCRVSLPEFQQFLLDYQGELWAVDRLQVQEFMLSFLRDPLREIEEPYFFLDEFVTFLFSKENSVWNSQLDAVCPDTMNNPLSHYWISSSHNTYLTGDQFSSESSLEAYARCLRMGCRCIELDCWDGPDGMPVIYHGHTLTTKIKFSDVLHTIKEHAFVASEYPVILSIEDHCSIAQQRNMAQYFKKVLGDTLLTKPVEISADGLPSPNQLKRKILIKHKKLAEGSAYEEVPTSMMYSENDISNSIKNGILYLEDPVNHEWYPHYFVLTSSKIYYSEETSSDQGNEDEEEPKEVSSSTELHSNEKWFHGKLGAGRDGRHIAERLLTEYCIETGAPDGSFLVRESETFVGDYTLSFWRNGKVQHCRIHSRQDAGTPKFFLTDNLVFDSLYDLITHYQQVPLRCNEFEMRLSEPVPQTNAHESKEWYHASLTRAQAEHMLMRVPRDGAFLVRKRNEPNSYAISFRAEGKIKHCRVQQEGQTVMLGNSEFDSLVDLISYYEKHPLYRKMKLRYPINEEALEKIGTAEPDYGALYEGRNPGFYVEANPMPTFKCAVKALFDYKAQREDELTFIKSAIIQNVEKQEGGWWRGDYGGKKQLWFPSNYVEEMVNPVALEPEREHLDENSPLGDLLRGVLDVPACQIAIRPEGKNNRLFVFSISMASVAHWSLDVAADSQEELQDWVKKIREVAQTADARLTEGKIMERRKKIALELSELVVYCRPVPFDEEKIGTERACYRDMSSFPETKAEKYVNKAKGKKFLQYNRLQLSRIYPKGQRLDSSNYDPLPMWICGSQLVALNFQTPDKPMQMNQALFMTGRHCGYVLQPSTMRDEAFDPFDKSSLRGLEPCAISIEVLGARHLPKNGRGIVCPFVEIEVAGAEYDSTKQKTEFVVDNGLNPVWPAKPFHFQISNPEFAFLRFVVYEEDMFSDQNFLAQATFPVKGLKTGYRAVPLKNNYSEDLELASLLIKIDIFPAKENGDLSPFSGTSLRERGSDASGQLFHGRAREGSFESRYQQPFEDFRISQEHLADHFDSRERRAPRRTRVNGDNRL
# ADAM17 inh = inhibitors of human ADAM17. P78536. recombinant ADAM17, EDANS/DABCYL FRET peptide cleavage. inhibition, % at 6.95 µM. actives 0.83% (n = 370,000);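 active = inhibition above the mean of compounds lying between control limits plus 3 SD, set per campaign, cut at about 8.5% in these data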;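 note: 0% = DMSO-only wells as the low control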
# hgDAF-12 ag = activates the H. glycines DAF-12 receptor ligand-binding domain; AID 687014; HEK293 GAL4-hgDAF12 UAS-luciferase reporter, agonist luminescence; normalized to butyrate control; activation, % at 6.8 µM; actives 1.8% (n = 370,000);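 active = activation above a cutoff set at the mean of all screened compounds plus 3 SD, cut at about 10% in these data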;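 note: 0% = DMSO wells and 100% = sodium butyrate wells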
# PLCb3 inh = PLC-beta3 (human) inhibition, primary screen | Q01970 | Purified PLC-beta3, fluorogenic substrate, fluorescence | inhibition, % at 12.2 µM | actives 0.18% (n = 370,000) | AID 720704; in the data active = inhibition above about 11%;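 note: 0% = median of compound wells on plate and 100% = full blocker control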
# NR1D1 modulator = Rev-erb alpha (human) modulation. Rev-erbα–FITC-DNA binding, fluorescence polarization, 90 min. activity, % at 10 µM. actives 0.79% (n = 370,000). AID 1259318;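 active = activity above about 14%, limit read from the data; passing the limit was not always enough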;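 note: 0% = DMSO wells with 35 nM protein and 100% = DMSO wells with 750 nM protein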
# * marks the source's active call; other numbers are inactive results; i = inactive; nt = not tested or not shown.
compound	hcDAF-12 act	ssDAF-12 act	SMARCA2 act	DAX1 inh-1	MBD2 DNA inh	DAX1 inh-2	PLC-gamma1 inh	ADAM17 inh	hgDAF-12 ag	PLCb3 inh	NR1D1 modulator
O=C(Cc1ccc(S(=O)(=O)N2CCOCC2)s1)NNC(=O)c1ccccc1Cl	-0.2	-0.9	-1	2.2	-5	-1.3	1	-2	0.5	-4	-3
CC(OC(=O)Cc1n[nH]c(=O)c2ccccc12)C(=O)Nc1cc(Cl)cc(Cl)c1 (stereo not given)	0.1	-0.4	-1	-1.4	-3	0.6	2	3	-0.8	-7	6
O=C(NC(=S)NCc1ccccc1)c1ccccc1Br	-2.4	-1.5	0	1.1	-1	-0.6	0	-2	0.9	-4	-4
COC(C(=O)NC1CCCCCCC1)c1ccccc1 (stereo not given)	-1.1	-1.4	5	-0.3	-2	0.8	4	-2	2.2	-1	-3
CSC(=NC#N)N1CCN(c2ccccn2)CC1	-1.6	-1.4	-2	1.2	-7	-0.7	-3	-5	-1.2	1	1
CCCCNC(=O)N1CCOCCOCCN(C(=O)NCCCC)CCOCC1	0.6	0.5	1	0.2	-1	0.3	1	-1	-1.8	3	-1
O=C(CC1Oc2ccccc2NC1=O)NCCc1ccccc1 (stereo not given)	-0.4	-0.9	-2	-0.1	-3	-0.5	-2	-1	-2.7	-3	1
CC(=O)NC12CC3CC(C1)CC(C(=O)NCc1ccc(C)cc1)(C3)C2	-1.8	-0.6	1	2.6	0	0.0	-4	-3	0.0	-9	1
Cn1cccc1C(=O)OCC(=O)c1cc2ccccc2o1	0.5	-0.6	3	0.7	-1	0.7	-5	-1	5.5	-8	4
Cc1cc(C)cc(-n2c(C)cc(C(=S)N3CCOCC3)c2C)c1	-1.3	0.0	-3	0.1	3	-1.1	-5	-8	-0.6	-2	-2
CCN1C(=O)C(=O)c2cc(C)ccc21	0.1	-1.1	2	1.3	-8	0.3	-2	-5	-1.1	-8	-4
Cc1ccc(C)c(NC(=O)CNS(=O)(=O)c2ccc3[nH]c(=O)oc3c2)c1	-0.2	-1.3	0	nt	2	0.5	0	-2	0.7	0	2
Cc1cc(C(=O)N2CCCCCC2)cs1	-0.4	-1.4	-4	0.5	1	-1.0	7	4	-1.3	3	-5
CN(C)Cc1cccc(-c2ccccc2)c1O	-0.7	-1.1	-4	-0.5	-2	1.4	-5	-6	1.8	-3	3
Cc1nc2sc(C(=O)OC(C)C)c(N)c2c(C)c1C	1.5	-0.7	5	0.6	3	1.4	-154	-34	5.2	-209	-18
Cc1ccc(C2=N/C(=C\N(C)C)C(=O)O2)cc1	0.2	-1.2	6	1.2	-3	0.5	9.6*	4	15*	6	-6
Cc1nc(NC(=O)COC(=O)CNC(=O)c2ccco2)c(Cl)cc1Cl	-0.3	-1.2	5	0.1	8	1.4	-6	-5	1.3	-16	1
Cc1ccc(S(=O)(=O)N2CCOC2CNC(=O)C(=O)NCc2ccco2)cc1 (stereo not given)	-1.7	-1.0	-5	0.5	-1	-1.3	2	-5	-0.6	-7	-2
O=C(c1cccs1)N1CCN(C/C=C/c2ccccc2)CC1	0.2	-1.4	-1	0.9	0	0.1	3	-10	-3.2	2	-1
Fc1ccccc1OCCSc1nnnn1-c1ccccc1	8.1*	-0.2	4	3.3	1	3.2	0	-1	13*	4	5
O=C(CCc1nc2ccccc2c(=O)[nH]1)OCc1cccc(C(F)(F)F)c1	0.2	-1.3	-2	0.1	4	-0.3	0	2	-0.6	-1	-5
CC1CC(C)CN(C(=O)C(C)N(C)CC(=O)Nc2ccc(Cl)cc2)C1 (stereo not given)	0.5	-1.3	0	2.3	-2	-0.7	4	3	-4.0	1	0
O=C(CCC1N=C2c3ccccc3N=C(SCc3ccccc3Cl)N2C1=O)NCc1ccco1 (stereo not given)	-0.7	-1.3	-2	0.7	3	-0.4	-7	-18	0.0	-9	-6
C(=NN=C1c2ccccc2-c2ccccc21)c1c[nH]c2ccccc12	1.4	-0.4	0	1.5	6	0.3	5	-2	3.5	1	5
COc1ccccc1Nc1cc(C)nc2c(C)cccc12	-0.5	-1.7	-6	0.4	-4	0.8	-2	-2	-2.2	-5	-8
Cn1c(=O)oc2cc(NC(=O)CCl)ccc21	0.1	-1.1	-1	-0.3	3	-2.2	-1	-3	-7.3	-5	2
CCCS(=O)(=O)NC(=O)C1(C)CCN(C(=O)c2c(-c3ccccc3)noc2C)C1 (stereo not given)	2.8	-0.9	-2	nt	9	0.1	2	-7	-4.4	3	1
CCOC(=O)N1CCC(N2C(=O)c3ccccc3C2Nc2ccccc2)CC1 (stereo not given)	0.8	-1.1	0	-0.8	1	-0.5	5	2	-0.8	4	2
CN(Cc1cccnc1)C(=O)Cc1ccc(NS(=O)(=O)c2cccc(C(F)(F)F)c2)cc1	-2.4	-1.4	-2	-0.8	-3	-0.3	0	0	-0.7	3	-4
Cc1cccc(N2CCN(C(c3ccncc3)c3nnnn3C(C)(C)C)CC2)c1C (stereo not given)	-1.4	-1.5	1	1.3	-1	-0.5	1	-1	-0.8	-1	1
O=C(CSc1ncccn1)N/N=C/c1ccccc1[N+](=O)[O-]	0.1	-1.0	-1	-1.3	0	0.2	1	-4	-2.6	1	-4
COc1ccccc1-c1cn(S(=O)(=O)c2ccc(C)cc2)nc1N	-0.2	-0.5	1	-0.6	-6	-1.6	1	2	0.6	1	0
CCCn1nc(C(=O)OCC(=O)Nc2ccc(C(N)=O)cc2)c2ccccc2c1=O	0.4	-0.6	5	-0.4	-1	0.2	1	-2	2.7	2	-4
CCC(=O)Nc1nonc1-c1nc2ccccc2n1Cc1ccccc1	-0.4	-1.7	0	-0.5	-3	-0.2	-4	0	-2.3	-3	1
O=C(CC1C(=O)NCCN1Cc1ccc(F)cc1Cl)NCc1ccon1 (stereo not given)	-0.5	-0.7	-2	0.1	-1	0.6	-6	-7	-0.1	-9	2
CNc1cccc(-c2ccccc2CO)n1	-0.8	-1.1	2	nt	-1	0.7	-7	-11	-1.2	-7	-5
CCOC(=O)N1CCN(C(=O)c2cc3c(=O)[nH]c4ccccc4c3s2)CC1	-1.0	-1.5	-2	-1.2	-2	0.2	-26	-28	0.7	-29	4
COc1ccc(-n2cnnc2SCC(=O)Nc2ccccc2F)cc1	-1.2	-0.9	-1	1.0	-1	0.4	1	-3	-0.3	-3	9
CC(C)N(Cc1ccccc1)C(=S)NCc1ccccc1	-2.2	-1.2	-5	3.1	9	-0.3	3	1	-3.6	-4	-4
COc1cccc(-c2c(-c3cc(OC)cc(OC)c3)n(C)c3ccc(-c4cnc(N5CCOCC5)nc4)cc23)c1	0.1	-0.2	0	1.0	-6	-0.3	-3	-4	0.2	-4	12
CN(C)c1cccc2c1c(NC(=O)Nc1ccc(Cl)cc1Cl)nn2C	-1.3	-1.1	-2	1.0	0	0.0	2	-5	-1.4	-8	2
C=C1C(=O)O[C@H]2[C@H]1[C@H](OC(=O)/C(C)=C\C)C[C@]1(CO1)[C@@H]1[C@H](OC(C)=O)C=C(C)[C@]21O	0.6	-1.0	2	-0.2	-5	0.1	-6	-3	-0.5	-10	-2
COc1ccc2c(c1)CCC1(C)CC(=O)C=C21 (stereo not given)	-0.4	-0.8	2	-0.5	2	-0.4	-22	-108	-0.1	-33	14
CN1CCN(/C=N/c2c(C#N)cnn2C)CC1	-1.5	-0.4	-1	1.4	5	-0.6	0	-7	-0.5	5	3
Cc1cc(C)c2c(c1)OC(=O)CC2c1ccccc1C (stereo not given)	2.1	-1.1	7	-0.7	5	-1.4	0	-1	0.5	-1	6
CC(=O)c1sc(=S)n(-c2ccc(Cl)cc2)c1C	-0.3	-1.7	0	-0.4	0	-0.4	0	3	-2.4	5	-2
O=C(O)Cc1ccc(NC(=S)NCc2ccco2)cc1	-1.3	-1.5	-2	0.2	5	0.1	0	-2	-2.5	-2	0
CC(C)CCC(O)(CCC(C)C)C(=O)NN1CCCCC1	0.2	-0.8	-2	0.1	-3	-0.2	0	5	0.8	2	-1
Cc1cccc(C(=O)N2CCC(=O)N(C(COCc3cccc(C(F)(F)F)c3)Cc3ccccc3)CC2)c1 (stereo not given)	-1.2	-1.4	-1	0.0	1	-0.5	0	2	-1.0	2	-5
CN(CCc1ccccn1)S(=O)(=O)c1ccc2c3c(cccc13)C(=O)N2	-1.0	-0.6	0	-0.8	-7	0.1	i	-262	-1.8	i	1
COC(=O)Nc1ccc(S(=O)(=O)N2CCC(C)CC2)cc1	-2.3	-0.5	-1	0.1	-1	-0.7	0	-5	-1.2	1	-6
CCn1c(/N=C/c2c[nH]c3ccccc23)nc2ccccc21	0.2	-0.3	-1	0.3	2	-0.1	-1	-2	4.2	2	0
CN(C(=O)COC(=O)CNC(=O)c1cccs1)c1c(N)n(Cc2ccccc2)c(=O)[nH]c1=O	-0.6	-1.1	-1	0.3	0	1.9	-1	0	5.3	-6	-1
O=C(NNC(=O)c1ccc(Oc2ccc(C3SCCS3)cc2)o1)c1ccc(Cl)cc1	-3.1	-1.9	-4	-1.0	-3	-0.6	-1	2	-2.6	-5	0
CCCC(C)c1nnc(NC(=O)CS(=O)(=O)Cc2ccccc2)s1 (stereo not given)	-1.1	-0.6	-2	0.5	3	-0.1	-3	-3	-0.6	-2	0
COC(=O)C1CCN(C2CC(=O)N(c3cc(C)cc(C)c3)C2=O)CC1 (stereo not given)	-0.2	-1.7	-1	1.4	2	-0.6	2	-2	-0.2	0	-1
CC(C)(C)CN1CCN(CCCc2ccccc2)C(CCO)C1 (stereo not given)	0.4	0.6	-1	-1.8	5	-0.5	2	2	1.1	-4	-5
CC(=O)N[C@@H](Cc1ccc(O)cc1)CN1C(N)=NC[C@@H]1CC(C)C	6.8*	0.2	2	-0.4	-5	0.9	6	0	0.5	2	-4
O=C(Nc1ccc(Oc2ccccc2)cc1)C1CCCN(c2ncccn2)C1 (stereo not given)	-1.3	-0.6	-3	1.4	8	-0.4	3	-1	2.1	5	0
CCOc1ccc(CCNC(=O)c2cc(S(=O)(=O)N3CCOCC3)ccc2C)cc1OCC	-2.8	-0.7	-2	-0.5	1	-0.6	-4	-3	-0.7	-5	-3
O=C(c1ccc(Cl)c(S(=O)(=O)N2CCCCC2)c1)N1CCCCC1	-1.2	-0.6	-1	-0.6	-5	-1.0	2	-1	-3.4	2	7
CCN(CC)CCN(C(=O)c1ccc2ccccc2c1)c1nc2ccc(F)cc2s1	3.5	-0.4	-1	0.8	0	3.2	1	3	4.0	-8	2

# Outcome played no part in choosing rows, and some 7.4% of all compounds hit somewhere here.
